# PKM2 activator = qHTS Assay for Activators of Human Muscle isoform 2 Pyruvate Kinase; Pyruvate kinase PKM (Homo sapiens), P14618; purified PKM2, Kinase-Glo ATP luminescence, activation; response scale: 0% is enzyme alone, no compound; Potency, µM (series often up to 57.5 µM), without a hit: at the top dose activation, actives largely listed as activators; 0.34% of 260,000 active; AID 1631, 2009; also: potency is read from the fitted curve at half-maximal effect; % is scaled to controls: 0 for no effect and ±100 for the full control effect; nearly all actives have a fitted effect of over 55% in size
#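 Purified hPK-M2 (>95% pure) converted ADP (0.1 mM final) to ATP with 0.5 mM PEP in 50 mM imidazole pH7.2, KCl, MgCl2, Tween 20, BSA; 1 h at room temperature. ATP detected by Kinase-Glo luminescence.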
# GALK inhibitor = qHTS Assay for Inhibitors of Human Galactokinase (GALK); P51570; Purified GALK, Kinase-Glo residual ATP luminescence; Potency, µM (series often up to 57.5 µM), for the others: top-dose activity change, negative = inhibition, most hits filed as inhibitors; 0.007% of 270,000 active; also: potency is read from the fitted curve at half-maximal effect; % is scaled to controls: 0 for no effect and ±100 for the full control effect
# Target sequence (P51570 whole entry, looked up): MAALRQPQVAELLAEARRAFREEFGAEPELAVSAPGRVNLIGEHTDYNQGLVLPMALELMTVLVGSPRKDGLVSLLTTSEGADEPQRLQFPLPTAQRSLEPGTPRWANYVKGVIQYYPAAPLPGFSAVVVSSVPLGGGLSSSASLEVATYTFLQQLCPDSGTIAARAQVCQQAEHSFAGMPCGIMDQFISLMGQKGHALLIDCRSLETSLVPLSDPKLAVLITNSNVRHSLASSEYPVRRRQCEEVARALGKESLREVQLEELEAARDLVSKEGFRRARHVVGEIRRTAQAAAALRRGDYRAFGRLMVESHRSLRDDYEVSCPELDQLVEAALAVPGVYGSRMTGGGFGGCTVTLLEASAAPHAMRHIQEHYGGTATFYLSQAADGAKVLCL
#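 Compounds were pin-transferred into ATP buffer (35 uM final), then GALK plus galactose (5 nM, 100 uM final) was added. After 1 h at room temperature, Kinase-Glo Plus was added and luminescence read after 10 min.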
# Menin MLL FP TR = qHTS Assay for Inhibitors Targeting the Menin-MLL Interaction in MLL Related Leukemias: Competition With Texas Red Labeled MLL-derived Mutant Peptide. 0.23% of 270,000 active. Potency, µM (doses to about 61.6 µM), inactives show at the highest dose FP activity change, negative = inhibition, usual class: inhibitors. O00255. Menin + Texas Red MLL mutant peptide, fluorescence polarization; active = well fitted inhibition curve with a large enough effect in the polarisation, with a control signal flat, not every such curve was filed as active; inconclusive = small, poorly fitted or top-dose-only effect, or effect the other way, or a change in a side signal; inactive = no such curve, though single readings can be large or run the other way; the % refers to the polarisation; also: potency is read from the fitted curve at half-maximal effect; % of control where 0% means no effect; many of its hits are not listed in these tables
# Giardia killer = Small Molecules that selectively kill Giardia lamblia: qHTS; Giardia lamblia trophozoite viability; activity change, % at 7.66 µM, hits read low; 0.15% of 340,000 active; AID 540267, 2011; in the data active = activity change below about -80%; inconclusive = between about -30% and that limit;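 also: parasites exposed to compound for two days anaerobically before the ATP read; % is scaled to controls: 0 for no effect and ±100 for the full control effect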
#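 ATP-content bioluminescence gauges trophozoite survival. Cells (100/well) receive compound and incubate anaerobically for 48 hrs at 37 deg C; detection reagent follows for 15-30 min at room temperature.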
# B2AR arrestin = qHTS assay of beta-arrestin-biased ligands of beta2-adrenergic receptor; beta-arrestin recruitment to beta2AR, cell-based reporter; Potency, µM (highest dose often 46.1 µM), without a hit: top-dose activation, usual class: activators; Beta-2 adrenergic receptor (Homo sapiens), P07550; 0.02% of 330,000 active; AID 492947, 2010;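 also: potency is read from the fitted curve at half-maximal effect; 0% = DMSO controls and full agonism = EC100 isoproterenol or metaproterenol; nearly all actives have a fitted effect of over 65% in size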
# USP2a block = qHTS Assay for Inhibitors of Ubiquitin-specific Protease USP2a Using CHOP2 as the Reporter; USP2 core, Ub-CHOP2 coupled fluorogenic reporter, 485/531; Ubiquitin carboxyl-terminal hydrolase 2 (Homo sapiens), O75604; 0.01% of 330,000 active; Potency, µM (titrated, usually from 38.3 µM), for the others: at the highest dose activity change, negative = inhibition, hits mostly inhibitors;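 also: potency is read from the fitted curve at half-maximal effect; plate controls were DMSO wells for no effect and full inhibition by NEM control for full effect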
# Target sequence (O75604 whole entry, looked up): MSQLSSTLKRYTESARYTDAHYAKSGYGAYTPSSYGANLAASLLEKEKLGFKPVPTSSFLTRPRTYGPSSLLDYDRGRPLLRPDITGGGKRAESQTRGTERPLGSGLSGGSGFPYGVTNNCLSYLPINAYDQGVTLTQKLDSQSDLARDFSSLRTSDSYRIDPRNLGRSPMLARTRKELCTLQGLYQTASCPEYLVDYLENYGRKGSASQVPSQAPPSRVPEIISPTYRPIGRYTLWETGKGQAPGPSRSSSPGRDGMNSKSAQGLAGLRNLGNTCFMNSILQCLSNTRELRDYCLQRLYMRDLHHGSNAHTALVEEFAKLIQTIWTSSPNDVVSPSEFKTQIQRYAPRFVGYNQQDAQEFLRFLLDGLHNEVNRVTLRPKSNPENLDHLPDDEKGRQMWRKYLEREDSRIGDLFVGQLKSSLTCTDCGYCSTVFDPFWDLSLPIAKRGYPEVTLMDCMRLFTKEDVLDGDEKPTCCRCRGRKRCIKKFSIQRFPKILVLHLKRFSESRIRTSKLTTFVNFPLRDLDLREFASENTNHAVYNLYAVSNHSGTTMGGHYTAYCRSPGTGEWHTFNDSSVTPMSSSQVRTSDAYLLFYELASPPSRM
#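 USP2 core (10nM final) preincubated 30min RT with compound in 20mM Tris-HCl pH 8.0, 2mM CaCl2, 2mM beta-mercaptoethanol, 0.05% CHAPS; 25nM Ub-CHOP2 plus 25nM reporter substrate added, fluorescence (Ex485/Em531) read after 60min.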
# TRPV1 agonist = HTS Assay for Compounds that Act as Agonists of the Vanilloid Receptor 1; Transient receptor potential cation channel subfamily V member 1 (Homo sapiens), Q8NER1; TRPV1-expressing cells, Fluo-8 calcium influx, agonist mode; activation, % at 8.33 µM; 0.19% of 320,000 active; in the data active = activation above about 80%; inconclusive = between about 30% and that limit; also: 0% is about no effect
#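 Fluo-8 calcium influx in TRPV1-expressing cells, kinetic read (ex 480/em 520 nm). Compound added and read 3 min for agonist activity, followed by capsaicin at EC20 final and 2 min further read for enhancement.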
# MLL CXXC-DNA inh = qHTS Fluorescence Polarization Assay for Inhibitors of MLL CXXC domain - DNA interaction; Histone-lysine N-methyltransferase 2A (Homo sapiens), Q03164; MLL-CXXC / FITC-HOXA9 DNA fluorescence polarization; Potency, µM (series often up to 115 µM), for inactives: at the highest dose activity change, negative = inhibition, most hits filed as inhibitors; 0.037% of 290,000 active; AID 2662, 2010; active = well fitted inhibition curve with a large enough effect in the polarisation, with a control signal flat, not every such curve was filed as active; inconclusive = small, poorly fitted or top-dose-only effect, or effect the other way, or a change in a side signal; inactive = no such curve, though single readings can be large or run the other way; the % refers to the polarisation; also: potency is read from the fitted curve at half-maximal effect
#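 Fluorescence polarization: 7 uM MLL-CXXC (stock) preincubated 5 min with compounds, then 50 nM fluorescein-HOX-A9 DNA (stock) added; 30 min ambient. Buffer 50 mM Tris-HCl pH 7.5, 50 mM NaCl, 1 mM DTT, 0.05% BSA.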
# FBPA coupling cs = qHTS Assay for Inhibitors of Fructose-1,6-bisphosphate Aldolase from Giardia Lamblia: Coupling assay counterscreen | coupling enzyme system counterscreen, AmpLite Red fluorescence | activity change, negative = inhibition, % at 58.2 µM, hits read low | 0.67% of 290,000 active | AID 2472, 2010; in the data active = activity change below about -30%; also: % is scaled to controls: 0 for no effect and ±100 for the full control effect
#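 Activity here indicates interference with the coupling reaction, not aldolase inhibition. Compounds at 57.5 uM final met coupling enzymes for 10 min at RT; substrate and AmpLite Red detection followed, with a 525/598 nm fluorescence read after 20 min.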
# KCNH2 WT inh = qHTS for Inhibitors of KCHN2 3.1: Wildtype qHTS | U2OS, BacMam KCNH2, thallium flux FluxOr; stronger effect = lower value | activity change, % at 1.84 µM | 0.37% of 340,000 active | Voltage-gated inwardly rectifying potassium channel KCNH2 (Homo sapiens), Q12809;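 active = maximum activity change below -70%; inconclusive = maximum activity change between -70% and -50%; inactive = maximum activity change above -50%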; also: % is scaled to controls: 0 for no effect and ±100 for the full control effect
#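 U2OS cells transduced with wild-type KCNH2 virus are loaded with FluxOr dye for 45 min, and thallium flux is measured in kinetic reads before and after stimulation buffer. Rate constants are normalized to DMSO controls.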
# KCNH2 3.1 block = qHTS for Inhibitors of KCHN2 3.1: Mutant qHTS. 0.95% of 340,000 active. activity change, % (tested at about 1.8 µM). U2OS KCNH2 3.1, thallium flux FluxOr; stronger effect = lower value. Potassium voltage-gated channel subfamily H member 2, brain isoform KCNH2 3.1 (human);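 active = maximum activity change below -70%; inconclusive = maximum activity change from -70% to -50%; inactive = maximum activity change above -50%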;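 also: thallium influx rate constant from kinetic fluorescence after stimulation buffer; % is scaled to controls: 0 for no effect and ±100 for the full control effect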
#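 Thallium flux via FluxOr fluorescence (Red40 quencher, 45 min loading) in U2OS cells virally expressing the KCNH2 3.1 isoform (1.77 x 10^8 /mL virus, overnight at 37 C). Rate constants from 2-min kinetic reads post-stimulation, normalised to positive and negative controls.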
# Numbers without * were called inactive; i = inactive; u = inconclusive; x = not tested or not shown; & = joins results of further samples; [ ] = dose if it differs, or a comment. Unless noted, calls follow the shape of the dose curve; as a rule, active = well fitted curve in the direction sought with a large enough effect; inconclusive = small, poorly fitted or top-dose-only effect, or another doubt; inactive = no such curve, though single readings can be large; an effect the other way counts as inactive or inconclusive.
SMILES,PKM2 activator,GALK inhibitor,Menin MLL FP TR,Giardia killer,B2AR arrestin,USP2a block,TRPV1 agonist,MLL CXXC-DNA inh,FBPA coupling cs,KCNH2 WT inh,KCNH2 3.1 block
O=C(c1ccco1)N1N=C2CCCCCC2C1(O)C(F)(F)F (stereo not given),-21%,2%,0%,-15,-0.1%,0%,-8,-7%,-1,i,3
Cc1ccc([C@@H]2[C@@H]3C(=O)N(c4ccccc4)C(=O)[C@@H]3[C@]3(C)C(=O)N(Cc4ccccn4)CC(=O)N23)o1,-8%,x,-18%,-14,9.7%,1%,0,-18%,0,-14,-9
COc1ccc(C(=O)CC2OC(=O)c3c2ccc(OC)c3OC)cc1 (stereo not given),-7%,0%,5%,-6,-0.3%,4%,2,u,9,7,6
Cc1cccc(NC(=S)NNC(=S)NC2CCCCC2)c1C,0%,-1%,2%,11,-0.6%,1%,1,16%,0,-3,29
CCN(Cc1cccs1)C(=O)CN1C(=O)NC2(CCCc3ccccc32)C1=O (stereo not given),x,x,x,2,-0.1%,-1%,-1,x,x,-15,11
Cc1sc2ncnc(N=Nc3c(O)[nH]c4ccccc34)c2c1C,-9%,0%,10%,4,7.9%,4%,-2,67%[activator],3,-2,-2
O=C(CSc1nc2ccccc2[nH]1)NCCN1CCCCC1,-4%,-4%,x,-14,-0.3%,1%,x,-5%,-2,-10,5
CCOC(=O)c1ccc(NC(=O)CC2SC3=NCCN3C2=O)cc1 (stereo not given),-2%,13%,x,5,-0.4%,1%,-5,-2%,3,3,3
Oc1c(N=Nc2ccc(F)cc2)ccc2ccccc12,-12%,5%,u,2,-0.2%,2%,4,-20%,-20,-13,6
CN(CCc1cnn(C)c1)Cc1nc(Cc2ccccc2)no1,-2%,0%,8%,-26,1.4%,-1%,-1,0%,1,17,-1
CCCN(S(=O)(=O)c1ccc(OCC)cc1)S(=O)(=O)c1cccs1,1%,1%,-17%,-4,-0.2%,-1%,u,-8%,-6,9,-4
O=C(NCCc1ccc(F)cc1)c1ccc(S(=O)(=O)N2CCCCC2)cc1,x,x,x,-14,0.3%,1%,29,x,x,4,7
Nc1cc(=O)[nH]c(SCCNS(=O)(=O)c2ccccc2)n1,u,3%,-12%,-25,0.2%,-1%,7,-15%,0,2,2
CCn1nc(C(=O)OCC(=O)c2c[nH]c3ccccc23)c2ccccc2c1=O,8%,3%,u,1,0.5%,2%,8,-8%,3,2,3
Cc1ccc2c(COC(=O)c3cnc(C)cn3)cc(=O)oc2c1,4%,4%,10%,x,0.2%,1%,2,5%,1,x,x
CCC(=O)OCCNc1cc(SCCC(=O)OC)c2nonc2c1[N+](=O)[O-],5%,0%,4%,-4&6,5.4%,0%,-1,1%,-18,4,13
Cc1ccc[n+](CC2OCc3ccccc3CO2)c1,-3%,-1%,23%,-1,-1.0%,11%,-2,-2%,2,2,7
S=c1[nH]nc(-c2cc(-c3ccco3)[nH]n2)n1-c1ccccc1,-10%,0%,-5%,-17,-0.5%,0%,-1,-14%,0,-19,-6
O=C(CC1Nc2c3ccccc3nc(=S)n2C1=O)NC1CCCCC1 (stereo not given),-3%,0%,10%,x,-0.8%,-2%,0,-4%,-2,x,x
O=C(CSC1=Nc2ccccc2C2=NC(CC(=O)N3CCN(c4ccccc4)CC3)C(=O)N12)NCC1CCCO1 (stereo not given),14%,1%,-9%,0,0.1%,3%,1,-9%,-10,4,5
O=C(NCc1ccccc1)c1nc(-c2cccs2)no1,2%,-1%,17%,-18,-0.1%,2%,20,-6%,1,2,-2
O=[N+]([O-])c1ccc2oc(-c3cccc(O)c3)nc2c1,-5%,2%,u,-6,-0.9%,0%,-3,3%,-5,-1,-3
Cc1cc(Nc2n[nH]c(N)c2C#N)ccc1F,-26%,-1%,3%,30[activator],0.2%,2%,-2,8%,0,0,1
CSc1cccc(NC(=O)CSc2nnc(C)s2)c1,4%,-1%,12%,-8,-0.2%,-1%,9,2%,-2,-2,-2
O=C(COc1ccc(/C=N/NS(=O)(=O)c2ccccc2)cc1)NCc1ccccc1,u,-1%,31%[activator],15,5.2%,-6%,0,-1%,0,8,10
NNC(=O)c1ccc(NS(=O)(=O)c2ccc(Br)cc2)cc1,0%,-3%,x,x,0.0%,4%,15,-12%,0,x,x
CCCn1c(=O)c2sccc2n2c(CCCC(=O)NCc3ccco3)nnc12,x,-4%,x,9,0.1%,3%,-2,5%,x,0,-5
CCn1c(SCC(=O)NC2CC2)nnc1-c1ccccc1OC,0%,0%,-2%,11,0.5%,-1%,1,-5%,1,u,7
CC1=C(C(=O)NC(C)c2ccccc2)C2(CCC(C)CC2)OC1=O (stereo not given),1%,x,x,-8,-1.1%,0%,-1,3%,-1,-13,6
CCCCNC(=O)Oc1cc(CCl)on1,1%,-3%,-17%,x,-0.2%,0%,1,25%,-2,x,x

# Next section; the last 4 above are carried over.
SMILES,PKM2 activator,GALK inhibitor,Menin MLL FP TR,Giardia killer,B2AR arrestin,USP2a block,TRPV1 agonist,MLL CXXC-DNA inh,FBPA coupling cs,KCNH2 WT inh,KCNH2 3.1 block
CCCn1c(=O)c2sccc2n2c(CCCC(=O)NCc3ccco3)nnc12,x,-4%,x,9,0.1%,3%,-2,5%,x,0,-5
CCn1c(SCC(=O)NC2CC2)nnc1-c1ccccc1OC,0%,0%,-2%,11,0.5%,-1%,1,-5%,1,u,7
CC1=C(C(=O)NC(C)c2ccccc2)C2(CCC(C)CC2)OC1=O (stereo not given),1%,x,x,-8,-1.1%,0%,-1,3%,-1,-13,6
CCCCNC(=O)Oc1cc(CCl)on1,1%,-3%,-17%,x,-0.2%,0%,1,25%,-2,x,x
O=C(Cc1cc(=O)[nH]c(=O)[nH]1)N1CCC(Cc2ccccc2)CC1,-5%,1%,5%,u,-0.7%,2%,1,-4%,2,-2,6
CN(CCc1ccccn1)C1CCCN(S(=O)(=O)c2ccccc2Cl)C1 (stereo not given),x,1%,-16%,-15,0.4%,1%,1,-4%,-3,6,3
COc1ccc(-n2ncc3c(NCc4cccs4)ncnc32)cc1,1%,0%,u,-3,-0.9%,-1%,27,12%,-15,3,-29
O=C1CCCC2=C1C(c1ccc(O)c(O)c1)c1c(ccc3ncccc13)N2 (stereo not given),14%,9%,u,-1,0.9%,-3%,-8,1%,-72*,9,-3
Clc1ccccc1Sc1cnc2ccccc2n1,0%,-3%,7%,-9,0.1%,10%,10,6%,-2,7,-4
O=C(CCc1nnc(CCCc2ccccc2)o1)N1CCCCCC1,u,4%,u,5,-0.4%,-3%,3,-11%,0,-18,-3
O=C(COC(=O)c1ncc(Cl)c(Cl)c1Cl)Nc1cccnc1Cl,x,x,x,-10,-0.2%,-5%,7,x,x,1,9
CC(C)(C)N(Cc1ccccc1)C(=O)c1ccc(Cl)cc1[N+](=O)[O-],-27%,1%,-20%,-1,-0.2%,3%,5,20%,3,3,9
COc1ccc2nc(-c3ccccc3)[nH]c2c1,-25%,1%,5%,u,-0.5%,0%,1,6%,-32*,1,-12
CN/S(=N/S(=O)(=O)c1ccccc1)c1ccc(C)cc1 (stereo not given),17%,-3%,0%,-27,0.1%,-7%,-2,14%,-1,4,-7

# An excerpt (hit frequency here may not be typical).
